Bioassay records: PubChem BioAssay, National Center for Advancing Translational Sciences (NCATS)
KB-3-1 cytotox = KB-3-1 parental cell cytotoxicity; KB-3-1 viability, CellTiter-Glo ATP luminescence, 72 h; AID 1347075; Potency, µM (highest dose often 46.1 µM), for the others: top-dose activity change, negative = cytotoxic, usual class: cytotoxic; 1.4% of 400,000 active; note: nearly all actives have a fitted effect of over 60% in size
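Cells are dispensed, compounds pinned in, plates held at 37 °C for 72 h, then CellTiter-Glo is added and luminescence read after 10 minutes. Cell line: parental KB-3-1 in phenol-red-free DMEM, 10% FBS.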
ATXN2 expr inh = ATXN2 expression inhibition. AID 1745845. 0.72% of 360,000 active. Potency, µM (top dose mostly 57 µM), inactives show top-dose activity change, negative = inhibition, actives largely listed as inhibitors. HEK-293 ATXN2-luciferase reporter, luminescence, 24 h; note: nearly all actives have a fitted effect of over 55% in size
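ATXN2-luciferase reporter cells (luciferase flanked by upstream and downstream ATXN2 gene portions) were treated 24 h at 37 °C with compounds at up to 57 uM. SteadyGlo luminescence gave expression; GF-AFC fluorescence gave viability.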
KB-V1 MDR tox = kills drug-selected multidrug resistant KB-V1 cells; KB-V1 MDR cells viability, CellTiter-Glo, 72 h; Potency, µM (series often up to 46.1 µM), for the others: top-dose activity change, negative = cytotoxicity, most hits filed as cytotoxic; 3.4% of 400,000 active; note: nearly all actives have a fitted effect of over 60% in size
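In this primary screen, KB-V1 cells overexpressing P-gp are incubated with library compounds (lowest to highest concentration) for 72 h at 37 degrees C before a luminescent ATP viability read.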
* = called active by the depositor; ? = inconclusive. Calls come from the whole dose curve; as a rule, active = well fitted curve in the direction sought with a large enough effect; inconclusive = small, poorly fitted or top-dose-only effect, or another doubt; inactive = no such curve, though single readings can be large; an effect the other way counts as inactive or inconclusive. % is set by controls: 0 for no effect and ±100 for the full control effect; potency is the fitted concentration of half-maximal effect. A portion of the library (hit frequency here may not be typical).

SMILES,KB-3-1 cytotox,ATXN2 expr inh,KB-V1 MDR tox
CCOC(=O)c1[nH]c(C)c(CCC(=O)Nc2cccc(C(F)(F)F)c2)c1C,-6%,-28%,6%
Cc1ccc(C)c(CN2C(=O)C(O)(c3c[nH]c4ccccc34)c3ccccc32)c1 (stereo not given),?,?,-6%
COCCCNC(=O)C1CCN(c2cc(C)nc3c(-c4ccc(OC)c(OC)c4)c(C)nn23)CC1,-1%,14%,30%
N#Cc1c[nH]n2c(NC3CCCC3)c(-c3cccc(Br)c3)nc12,5%,-8%,16%
CCc1nn(CC(=O)NC2CC2)c(=O)c2cc3c(OC)cccc3n12,-11%,-6%,-3%
Cc1ccccc1-c1noc(CCC(=O)Nc2cccc(C)c2C)n1,1%,-2%,?
COc1ccc(CCNC(=O)Cn2ncc3c(=O)oc4ccccc4c32)c(OC)c1,3%,0%,0%
CCc1ccc(C(=O)c2cn(CC(=O)Nc3cc(C)ccc3C)c3nc(C)ccc3c2=O)cc1,-1%,7%,-20%
COc1cc(NC(=O)Cn2c(=O)n(CC3CCC(C(=O)NCCc4ccccc4)CC3)c(=O)c3ccccc32)cc(OC)c1 (stereo not given),-25%,8%,4%
COc1ccc(CNC(=O)CN2C(=O)CSc3ccc(S(=O)(=O)N(C)C)cc32)cc1,-1%,10%,11%
Cc1ccccc1NC(=O)[C@H](CSCc1ccccc1)N1Cc2ccccc2C1=O,-4%,-22%,-4%
Cc1ccc(-c2nnc(Nc3ccc(OCC(N)=O)cc3)c3ccccc23)cc1S(=O)(=O)NCC1CCCO1 (stereo not given),6%,-3%,?
CCOC(=O)c1c(N)n(-c2cccc(C)c2C)c2nc3ccccc3nc12,-6%,-5%,3%
CC1=Nc2cc(C(=O)NC3CCCC3)ccc2Sc2ccc(C)cc21,1.5µM*,-11%,1.3µM*
Cc1ccc2c(c1)c(=O)c(S(=O)(=O)c1ccc(C)c(C)c1)cn2CC(=O)Nc1ccccc1,-13%,11%,0%
COc1ccc(C)cc1NC(=O)c1cc(S(=O)(=O)N2CCN(c3cccc(C)c3C)CC2)ccc1F,-3%,-2%,-6%

Whole records, quoted from the list:
COc1ccc(CNC(=O)CN2C(=O)CSc3ccc(S(=O)(=O)N(C)C)cc32)cc1 is entered as KB-3-1 cytotox: -1%; ATXN2 expr inh: 10%; KB-V1 MDR tox: 11%
Cc1ccc(-c2nnc(Nc3ccc(OCC(N)=O)cc3)c3ccccc23)cc1S(=O)(=O)NCC1CCCO1 (stereo not given) is entered as KB-3-1 cytotox: 6%; ATXN2 expr inh: -3%; KB-V1 MDR tox: ?
Cc1ccc2c(c1)c(=O)c(S(=O)(=O)c1ccc(C)c(C)c1)cn2CC(=O)Nc1ccccc1 is entered as KB-3-1 cytotox: -13%; ATXN2 expr inh: 11%; KB-V1 MDR tox: 0%

The list goes on.
SMILES,KB-3-1 cytotox,ATXN2 expr inh,KB-V1 MDR tox
COc1ccccc1CNC(=O)C(C)n1c(=O)cc(C(F)(F)F)c2c(C)nn(C)c21 (stereo not given),-6%,-2%,-2%
Cc1nnc(SCc2cc(=O)c3ccccc3[nH]2)s1,-2%,-6%,-15%
Cc1ccc(C)c(NC(=O)C(C)N(c2ccccc2)S(C)(=O)=O)c1 (stereo not given),9%,7%,-18%
Cc1ccccc1NC(=O)CSc1cn(CC(=O)N2CCCC2)c2ccccc12,10%,-3%,-9%
COc1ccc(-c2noc(C3CC(=O)N(c4cc(C)cc(C)c4)C3)n2)cc1 (stereo not given),-4%,-16%,-2%
COc1cccc(CNC(=O)c2ccc(-n3c(C)cc4c3CCC(C)C4)cc2)c1 (stereo not given),-1%,0%,-15%
COc1ccc(CCNC(=O)Cn2c(=O)n(-c3ccccc3)c(=O)c3c(C)c(C)sc32)cc1OC,1%,-4%,5%
COC(=O)c1ccccc1NC(=O)Cn1c(=O)n(-c2cccc(C(F)(F)F)c2)c(=O)c2c(C)c(C)sc21,?,8%,5%
Cc1cc2c(cc1NC(=O)c1ccccc1C)n(C)c(=O)c(=O)n2C,5%,4%,4%
COc1ccccc1N1CCN(C(=O)c2oc3ccccc3c2NC(=O)C(C)Oc2ccccc2)CC1 (stereo not given),?,-2%,14%
COC(=O)c1cc2oc(C)cc2n1Cc1c(C)cc(C)cc1C,2%,7%,3%
CC1(C)CCC(c2ccc(Cl)cc2)=C(CN2CCN(c3ccc(C(=O)NS(=O)(=O)c4ccc(N[C@H](CCN5CCOCC5)CSc5ccccc5)c(S(=O)(=O)C(F)(F)F)c4)cc3)CC2)C1,-64%,?,-25%
O=C(Nc1ccc(Cl)c(Cl)c1)c1cc(S(=O)(=O)N2CCN(c3cccc(Cl)c3)CC2)ccc1F,4%,6%,-20%
CCCOC(=O)c1ccc(Cn2nnc3sc4c(c3c2=O)CCC(C)C4)cc1 (stereo not given),-9%,10%,16%
CCn1cc(/C=C(\NC(=O)c2cc(OC)c(OC)c(OC)c2)C(=O)NCCCn2ccnc2)c2ccccc21,15%,9%,0%
N#CC1=C2SCN(C3CCCCC3)CN2C(=O)CC1c1ccc(Cl)cc1 (stereo not given),-1%,-5%,0%
N#Cc1ccccc1NC(=O)C(=O)NCC(c1ccc2c(c1)OCO2)N1CCN(c2ccccc2)CC1 (stereo not given),0%,2%,-10%
CCCSCCCNC(=O)c1cc2n(n1)CCCN(Cc1ccc(C)cc1)C2=O,?,-11%,0%
CC(Nc1oc(-c2ccc(COc3ccccc3)o2)nc1C#N)c1ccccc1 (stereo not given),-7%,?,10%
COc1cccc(CNC(=O)CN2C(=O)N(c3cc(C)ccc3C)S(=O)(=O)c3ccccc32)c1OC,1%,-6%,5%
CCOc1ccc(OCC(=O)NCCS(=O)(=O)N2CCN(c3cccc(Cl)c3)CC2)cc1,-6%,1%,6%
CC(=O)c1ccc(NC(=O)C2CCC(CNS(=O)(=O)c3cccs3)CC2)cc1 (stereo not given),5%,8%,0%
CCOc1cc(C)c(C(C)C)cc1S(=O)(=O)n1ccnc1CC,-4%,-19%,4%
Cc1cc(C)c(NC(=O)CSC2=Nc3ccccc3C3=NC(CC(=O)NCc4cccs4)C(=O)N23)c(C)c1 (stereo not given),-2%,10%,17%

Reformatted: 3 of the compounds above
CC1=Nc2cc(C(=O)NC3CCCC3)ccc2Sc2ccc(C)cc21
  KB-3-1 cytotox: 1.5µM*
  ATXN2 expr inh: -11%
  KB-V1 MDR tox: 1.3µM*

Cc1cc2c(cc1NC(=O)c1ccccc1C)n(C)c(=O)c(=O)n2C
  KB-3-1 cytotox: 5%
  ATXN2 expr inh: 4%
  KB-V1 MDR tox: 4%

COc1ccc(-c2noc(C3CC(=O)N(c4cc(C)cc(C)c4)C3)n2)cc1 (stereo not given)
  KB-3-1 cytotox: -4%
  ATXN2 expr inh: -16%
  KB-V1 MDR tox: -2%

Later entries
SMILES,KB-3-1 cytotox,ATXN2 expr inh,KB-V1 MDR tox
CCOCCCn1c(=N)c(S(=O)(=O)c2ccc(C)cc2)cc2c(=O)n3ccccc3nc21,-13%,0%,?
CCCc1cc(=O)[nH]c(Nc2ccc(C(=O)O)cc2)n1,-2%,1%,4%
Cc1cc(C)cc(-n2ccnc2SCC(=O)Nc2ccc(C)c(Cl)c2)c1,14%,-23%,16%
O=C1C2=C(Nc3ccccc3SC2c2ccc(C(F)(F)F)cc2)c2ccccc21 (stereo not given),?,?,16µM*
CCCSCCCNC(=O)c1ccc2c(c1)sc1nc(-c3ccc(OCC)cc3)cn12,1%,7%,-4%
CCOC(=O)c1c(S(=O)(=O)N2CCC(C(=O)Nc3ccc(C)c(Cl)c3)CC2)c(C)n(C)c1C,17%,-6%,0%
Cn1c(SCc2ccc(F)cc2)nc2ccc(C(=O)NCc3ccc(Cl)cc3)cc21,-1%,-33%,-17%
COc1ccc(/C=C/C(=O)Nc2ccc3nc(N4CCCCC4)cc(C)c3c2)cc1OC,?,?,-19%
COc1cccc(CNC(=O)Cn2c(=O)oc3cc(S(=O)(=O)N4CCCC4)ccc32)c1,-11%,-3%,10%
COc1ccc(-n2c(=O)c3ccccc3n(Cc3ccc(F)cc3Cl)c2=O)cc1OC,4%,7%,?
CCC(=O)N1CCc2cc(S(=O)(=O)NCCC(=O)NCc3ccc(C)cc3)ccc21,7%,-21%,21%
CC1CCCCN1S(=O)(=O)c1ccc2c(c1)oc(=O)n2CC(=O)Nc1ccc(Cl)cc1 (stereo not given),-1%,-9%,-2%
COc1cccc(C2C(C(=O)Nc3ccccc3OC)=C(C)Nc3nc4ccccc4n32)c1 (stereo not given),-19%,2%,?
O=C(Nc1c(-c2ccc(F)cc2)nc2ccccn12)c1cccc(F)c1,-10%,-6%,-7%
CCn1c(=O)cc(OCC(=O)N2CCN(c3ccccc3OC)CC2)c2ccccc21,?,-3%,0%
CCOc1ccc(NC(=O)Cn2c(=O)n(CCc3ccccc3)c(=O)c3c4c(sc32)CN(C(C)=O)CC4)cc1,-9%,-20%,-6%
Cc1ccc(NC(=O)c2cc(S(=O)(=O)N3CCCCC3)c[nH]2)cc1N(C)C,9%,-1%,6%
O=C(CN1CCN(Cc2ccc(F)cc2)C1=O)NCc1ccccc1Cl,-7%,0%,-27%
Cc1ccc(C)c(NC(=O)/C(C#N)=C/c2ccc(C(C)C)cc2)c1,-11%,5%,3%
COc1ccc(OC)c(NC(=O)CC(=O)Nc2ccc3nc4n(c(=O)c3c2)CCCCC4)c1,6%,-6%,5%
Cc1ccc(CNC(=O)Cn2c(=O)n(-c3ccc(C)cc3)c(=O)c3c2c2cc(C)ccc2n3C)cc1,0%,2%,28%
CCOc1ccc2c(c1)c(=O)c(C(=O)c1ccc3c(c1)OCO3)cn2Cc1cccc(F)c1,-18%,-15%,-30%
Cc1cccc(Nc2sc(C(=O)c3ccc(Cl)cc3)c(N)c2C(N)=O)c1,9%,1%,12%
COc1ccc(NC(=O)Cn2ncc3c2-c2ccccc2OC3)cc1Cl,?,-6%,?
CC(Oc1ccc(Br)cc1)C(=O)Nc1ncn[nH]1 (stereo not given),1%,2%,0%
Cc1ccc(SCCNC(=O)CN(c2cccc(C)c2C)S(C)(=O)=O)cc1,-9%,-9%,-25%
COc1ccc2c(c1)CCc1c(C(=O)Nc3ccc(OC)cc3OC)noc1-2,8%,2%,2%
CN(C)S(=O)(=O)c1ccc2c(c1)N(CC(=O)NCc1cccc(Br)c1)C(=O)CS2,0%,-9%,0%
Cc1ccc(C)c(OCC(=O)Nc2ccc(S(=O)(=O)Nc3onc(C)c3C)cc2)c1C,21%,-20%,7%
COCCNC(=O)c1cnc2sc(N3CCC(C)CC3)nn2c1=O,-2%,-2%,0%
COc1ccc(OC)c(NC(=O)c2cc(=O)c3c(C)cc(C)cc3o2)c1,-10%,0%,12%
CCCCC(=O)OCc1cc(=O)n2nc(C3CCCCC3)sc2n1,-1%,5%,0%
COCCN1CCc2nc(SCC(=O)Nc3ccc(C)c(Cl)c3)[nH]c(=O)c2C1,-5%,4%,?
Cc1ccc(NC(=O)Cn2cc(C(=O)c3cccs3)c3ccccc32)cc1C,?,-11%,-13%
CC(=O)N1CCc2cc(S(=O)(=O)NC(C(=O)Nc3ccc(C)cc3C)C(C)C)ccc21 (stereo not given),0%,2%,9%
COC(=O)c1ccc(NC(=O)C2(S(=O)(=O)c3ccc(C)cc3)CC2)cc1,-6%,7%,-15%
CCN(Cc1ccccc1)C(=O)c1cc2c(s1)-c1c(C)cccc1OC2,-3%,-1%,2%
O=C(CSc1nc2c([nH]c3ccccc32)c(=O)n1-c1ccc(F)cc1)NCC1CCCO1 (stereo not given),-8%,-1%,-1%
COc1ccccc1NC(=O)c1cc(S(=O)(=O)NCCC2=CCCCC2)ccc1F,1%,-17%,3%
CCCOc1ccc(CNC(=O)c2ccc(-n3c(C)cc4c3CCC(C)C4)cc2)cc1 (stereo not given),-14%,-26%,-11%
COC(=O)c1scc(-c2ccc(C)cc2)c1S(=O)(=O)N1CCN(c2ccc(C)cc2C)CC1,4%,-8%,-8%
CCc1ccc(N2C(=O)CSC23C(=O)N(Cc2ccc(C)cc2)c2ccccc23)cc1 (stereo not given),?,-12%,12µM*
COCCNc1nc(NCc2cccc(Cl)c2)c2cnn(C)c2n1,3%,?,?
O=[N+]([O-])c1ccc(O)c(-c2ccnc3cc(-c4ccccc4)nn23)c1,?,?,-14%
CCOc1ccc(-c2cc(CCCC(=O)NCCc3ccc(SC)cc3)no2)cc1,11%,?,19%
COc1ccccc1NC(=O)NCCCN1CCN(c2ccc(F)cc2)CC1,0%,-4%,0%
CCOc1ccc(NC(=O)CC2C(=O)N(c3ccc(C)cc3)C(=O)N2Cc2ccc(OC)cc2)cc1 (stereo not given),3%,-8%,18%
